# Screens: PubChem, several laboratories
# Mtb RmlCD inh – blocks M. tuberculosis RmlC and RmlD coupled enzymes | P9WH09+P9WH11 | RmlC+RmlD coupled enzyme assay, percent inhibition; primary screen in compound mixtures | inhibition, % at 3.6 µM | 0.03% of 160,000 active | AID 1533; in the data active means inhibition mostly above about 34%, no sharp cut-off; further: some results filed as inactive read as strong as hits
# Target sequence (P9WH09 whole entry, looked up): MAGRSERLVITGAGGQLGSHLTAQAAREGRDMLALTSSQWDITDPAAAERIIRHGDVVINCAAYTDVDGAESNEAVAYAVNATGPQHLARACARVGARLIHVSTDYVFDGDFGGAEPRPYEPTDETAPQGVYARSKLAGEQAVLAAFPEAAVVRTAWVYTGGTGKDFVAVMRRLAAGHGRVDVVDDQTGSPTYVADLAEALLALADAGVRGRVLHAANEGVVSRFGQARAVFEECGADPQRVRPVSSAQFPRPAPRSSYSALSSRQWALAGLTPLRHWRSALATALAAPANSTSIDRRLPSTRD
# Target sequence (P9WH11 whole entry, looked up): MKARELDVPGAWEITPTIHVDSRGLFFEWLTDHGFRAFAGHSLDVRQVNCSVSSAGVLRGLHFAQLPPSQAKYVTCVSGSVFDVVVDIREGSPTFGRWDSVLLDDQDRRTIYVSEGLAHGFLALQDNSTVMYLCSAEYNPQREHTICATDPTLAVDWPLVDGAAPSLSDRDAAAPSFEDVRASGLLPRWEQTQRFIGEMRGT
# GlmU inhibition – inhibition of mycobacterial GlmU enzyme – biochemical, glucosamine-1-phosphate acetyltransferase (AID 1376); inhibition, %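 (tested at 30 µM in the primary screen)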, or IC50 in µM where a hit was titrated; M. tuberculosis GlmU acetyltransferase enzyme assay; higher % means a stronger effect; 0.25% of 220,000 active; in the data active means inhibition above about 13%;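 further: 0% = complete reaction with vehicle and 100% = reaction without substrate; strong numbers were not always called active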
# Numbers without * were called inactive; . = no result given.
canonical_smiles	Mtb RmlCD inh	GlmU inhibition
COc1cccc(N2C(=O)C3CCCN3C2c2ccc(Cl)cc2)c1 (stereo unspecified)	4.1	4.4%
COc1cc(/C=C/c2nc3ccccc3s2)cc(OC)c1O	-9.9	4.2%
Cc1ccc(C(=O)COC(=O)C(C)N2C(=O)C3C4C=CC(C4)C3C2=O)cc1 (stereo unspecified)	-11.2	2.8%
Cn1c(SCC2CCCO2)nnc1-c1cccc([N+](=O)[O-])c1 (stereo unspecified)	68.2	3.9%
O=C(NCC1CCCO1)/C(=C\c1ccco1)NC(=O)c1ccc(Cl)cc1 (stereo unspecified)	-4.6	-4.0%
CCOC(=O)C1(Cc2ccc(OC)cc2)CCN(C(=O)c2cc3ccccc3[nH]2)CC1	6.6	-4.3%
COc1ccc2nc(NC(=O)CSc3nc4cccnc4n3C)sc2c1	29.4	-5.2%
COc1ccc(CC(=O)NNC(=O)c2c(-c3ccccc3Cl)noc2C)cc1OC	7.6	0.8%
COc1ccc(S(=O)(=O)N(C)CC(=O)Nc2ccc3c(c2)OCCO3)cc1OC	8.8	-1.9%
Cc1ccc(O)c(-c2cc(C(F)(F)C(F)F)[nH]n2)c1	-6.3	-5.2%
CC(=O)c1ccc(Cc2ccccc2)cc1	2.5	-1.1%
COc1ccc(C(=O)Oc2c(CN3CCOCC3)cc(Cl)c3cccnc23)cc1	.	7.5%

# Record cards, as listed above. Order of screens: Mtb RmlCD inh	GlmU inhibition
# Cc1ccc(C(=O)COC(=O)C(C)N2C(=O)C3C4C=CC(C4)C3C2=O)cc1 (stereo unspecified) is entered as -11.2	2.8%
# COc1ccc(CC(=O)NNC(=O)c2c(-c3ccccc3Cl)noc2C)cc1OC is entered as 7.6	0.8%
# O=C(NCC1CCCO1)/C(=C\c1ccco1)NC(=O)c1ccc(Cl)cc1 (stereo unspecified) is entered as -4.6	-4.0%
# COc1cccc(N2C(=O)C3CCCN3C2c2ccc(Cl)cc2)c1 (stereo unspecified) is entered as 4.1	4.4%

# Additional structures follow.
canonical_smiles	Mtb RmlCD inh	GlmU inhibition
O=C(NNS(=O)(=O)c1ccccc1[N+](=O)[O-])c1cccc([N+](=O)[O-])c1	0.6	-4.5%
Cc1ccc(C(=O)N2CCn3c(C)ccc3C2C)cc1 (stereo unspecified)	5.3	6.0%
CCc1[nH]nc2c1C1(CCN(C(=O)OCc3ccccc3)CC1)C(C#N)=C(N)O2	-2.3	6.3%
Cc1ccc(N(C)C(=O)C2CCN(S(=O)(=O)c3ccc4c(c3)oc(=O)n4C)CC2)cc1	.	5.0%
O=c1c(-c2ccc(Oc3ccccc3)cc2)[n+]([O-])c2ccccc2n1OCc1ccccn1	-6.2	-2.0%
CN(C(=O)Oc1cccc2cccnc12)c1ccccc1	12.8	-0.8%
COCc1[nH][nH]c(=O)c1C=Nc1ccc(Cl)cc1	8.6	2.1%
CCOC(=O)c1c(C)[nH]c(C)c1C(=O)COC(=O)[C@@H](NC(=O)c1ccccc1OCC)C(C)C	-2.7	4.9%
CCOC(=O)N/N=C/c1c[nH]c2ccccc12	.	-6.3%
CCN(CC)S(=O)(=O)c1ccc2c(c1)nc(CCC(=O)OCc1c(C)noc1C)n2C	-0.5	-1.7%
COc1ccc(Br)cc1CNC(=O)Nc1cccs1	-5.7	-2.1%
Cc1ccc(NC(=O)Nc2ccc(S(N)(=O)=O)cc2)cc1	3.5	0.5%

# Further entries.
canonical_smiles	Mtb RmlCD inh	GlmU inhibition
O=C(COc1ccc2ccc(=O)oc2c1)c1ccccc1	.	-0.8%
NC(=O)CSc1nnc(-c2ccccc2Br)n1-c1cccc(C(F)(F)F)c1	.	2.4%
N#Cc1nc(COc2ccc(Br)cc2)oc1N1CCCCCC1	9.6	1.3%
CC(C)(C)NC(=O)CSc1nnc(NC(=O)CCn2cnc3ccccc3c2=O)s1	8.3	-5.7%
CC(C)(C)c1cc(-n2ccnc2)n2ncc(-c3ccc(Cl)cc3)c2n1	-8.9	-4.2%
CCC(C)NC(=O)c1c(N)n(/N=C/c2cccs2)c2nc3ccccc3nc12 (stereo unspecified)	10.3	8.7%
O=C(CNCC1CCCO1)NCc1ccco1 (stereo unspecified)	7.1	0.7%
O=C(Nc1ccc2c(c1)C(=O)N(c1ccccc1)C2=O)C1CCCO1 (stereo unspecified)	.	-0.5%
O=C(CN1C(=O)C2C3C=CC(C3)C2C1=O)Nc1ccc(C(=O)O)cc1 (stereo unspecified)	-3.5	-2.2%
Nc1nc(=S)n(-c2ccccc2)[nH]1	2.2	3.3%
CCOC(=O)/C=C/C(=O)OCC(=O)Nc1c(Cl)cccc1Cl	2.1	2.7%
O=C(CC(c1ccccc1)c1ccccc1O)NCc1ccccc1Cl (stereo unspecified)	-13.1	2.2%

# By substructure: the compounds so far with two or more sulfur atoms (two)
canonical_smiles	Mtb RmlCD inh	GlmU inhibition
COc1ccc2nc(NC(=O)CSc3nc4cccnc4n3C)sc2c1	29.4	-5.2%
CC(C)(C)NC(=O)CSc1nnc(NC(=O)CCn2cnc3ccccc3c2=O)s1	8.3	-5.7%

# Next results.
canonical_smiles	Mtb RmlCD inh	GlmU inhibition
COc1ccc(N=Nc2c(N)n[nH]c2N)cc1	.	3.7%
CC1(C)Cc2c(c(N3CCOCC3)nc3sc(C#N)c(N)c23)CS1	-11.5	4.8%
CC#CC(=O)N1CCC(CO)(CCc2ccccc2)CC1	-7.4	-6.3%
Cn1c(=O)c2[nH]c(C3CCCC3)nc2n(C)c1=O	.	-1.3%
CC(C(=O)Nc1cccnc1)c1ccc([N+](=O)[O-])cc1 (stereo unspecified)	11.0	-5.0%
CC1(C)CC(=O)c2c(S(C)(=O)=O)sc(Br)c2C1	6.6	1.0%
Cc1[nH]c(=O)[nH]c(=O)c1/C=N/NC(=O)CCCCCNC(=O)OC(C)(C)C	-6.6	-2.6%
COc1ccc(/C=C/c2nnc(NC(=O)CSc3ccc(Cl)cc3)s2)cc1	9.6	-8.2%
O=c1c2ccccc2nc(Cc2ccccc2)n1-c1ccc(O)cc1	-0.8	-7.1%
O=C(COC(=O)c1cc(=O)[nH]c2ccccc12)c1ccc(Br)cc1	10.5	-3.1%
CCOC(=O)CCc1c(C)c2ccc(OCC(=O)N(CC)CC)c(C)c2oc1=O	-9.0	2.8%
O=C1OC(Cc2ccncc2)C(O)=C1C1=NCCCN1 (stereo unspecified)	-6.2	5.8%

# (cont.)
canonical_smiles	Mtb RmlCD inh	GlmU inhibition
COC(C(=O)Nc1cc([N+](=O)[O-])ccc1C)c1ccccc1 (stereo unspecified)	.	-0.8%
Cc1ccc(CC2CC(=O)N(Cc3ccco3)C2=O)cc1 (stereo unspecified)	.	-1.9%
CCCCCC(=O)Nc1cccc(C2=NOC3(C2)C[C@H](C(N)=O)N(C(=O)[C@H]2CCC(=O)N2)C3)c1 (stereo partly specified)	.	-1.2%
CC(C)(O)C#Cc1ccc([C@@H]2C[C@H]3CN(c4ccccc4)C(=O)[C@]34CCCN24)s1	9.3	-3.3%
O=S1(=O)[C@H]2C[C@@H]3CC[C@]2(CN1Cc1cccc(F)c1)O3	-1.4	2.6%
NNc1nc2c(F)cc(F)cc2s1	-10.8	6.0%
CCc1nc2c(nnn2Cc2ccc(F)cc2)c(=O)[nH]1	9.5	3.1%
Cc1ccc(-c2cc3nc4c(c(=O)n3[nH]2)CCCC4)cc1	.	2.8%
CCOC(=O)/C=c1\s/c(=C\c2ccc(C#N)cc2)c(=O)n1CC(=O)NCc1ccco1	-5.7	2.0%
Cn1c(SCC(=O)N2CCCC2=O)nc2ccccc21	1.3	-2.0%
CCNc1ccc(C(=O)OCC(=O)NC(C)c2ccccc2)cc1[N+](=O)[O-] (stereo unspecified)	1.1	3.5%
Cc1ccc(NC(=O)c2ccc3c(c2)OCCO3)cc1S(=O)(=O)Nc1cccc(Cl)c1	-4.5	-3.2%

# (list continues)
canonical_smiles	Mtb RmlCD inh	GlmU inhibition
Cn1c(=O)c2c(nc(NC(Cc3ccccc3)C(=O)O)n2Cc2ccccc2)n(C)c1=O (stereo unspecified)	-12.3	-1.7%
Cc1cccc2nc(-c3ccccc3)nc(N[C@@H](CO)c3ccccc3)c12	.	-4.0%
COc1ccc2[nH]c3c(=O)n(N)c(C)nc3c2c1	-6.0	-3.0%
CC(C)(C)C(=O)NCCCc1ccccc1	.	2.3%
COc1cc(-c2nnc(SCC(=O)N3CCCC3)o2)cc(OC)c1OC	10.5	6.3%
CCC(=O)N1CCC(c2ccc(OC)cc2)=N1	.	-4.5%
CCOc1ccc(C(=O)Nc2c3c(nn2C(C)(C)C)CSC3)cc1OCC	9.3	0.7%
CCCC1(CCC)C(=O)NC(=NCc2ccccc2)NC1=O	-6.1	4.9%
CCCc1nnc(NC(=O)CCCN2C(=O)c3ccccc3C2=O)s1	6.2	-4.9%
Cc1ccc(NC(=O)C/C(N)=N/OC(=O)c2ccccc2)cc1	-2.3	0.1%
COc1ccccc1CC(=O)O/N=C(\N)c1cccc([N+](=O)[O-])c1	8.1	-3.8%
CCC1CCCCN1S(=O)(=O)c1ccc(NC(=O)c2cccs2)cc1 (stereo unspecified)	.	0.4%

# (more compounds)
canonical_smiles	Mtb RmlCD inh	GlmU inhibition
CC(=O)Nc1ccc(NC(=O)c2cc(C)nn2-c2ccccc2)cc1	.	7.7%
O=Cc1ccc(Sc2ncccn2)o1	-0.3	4.3%
CC(=O)c1c(C)[nH]c(C(=O)OCC(=O)Nc2ccccc2Cl)c1C	11.7	0.1%
Cc1cc2ccccn2c1C(=O)c1cc([N+](=O)[O-])cc([N+](=O)[O-])c1	17.6	-3.1%
CCC1CCCCN1CCCn1c(=S)[nH]c2ccccc2c1=O (stereo unspecified)	-8.7	2.6%
Cc1ccc(N2C(=O)CC(Sc3nc4ccccc4o3)C2=O)cc1Cl (stereo unspecified)	.	-1.8%
CC(=O)c1cc(-c2ccc(F)cc2)n(CCC(=O)NC(C)(C)C)c1C	6.9	3.0%
CN(C)c1ccc(N=Cc2ccco2)cc1	.	3.4%
O=c1[nH]c(C2CCCCC2)nc2ccccc12	.	-3.8%
COc1ccc(CC2(C)OC(c3ccncc3)=NN2C(C)=O)cc1 (stereo unspecified)	-9.3	1.4%
Cc1cc(NC(=O)CSc2nc3c(sc4ccccc43)c(=O)n2CCc2ccccc2)n[nH]1	7.5	3.8%
CC1(C)C(=O)OC(c2ccccc2)C(C)(C)C1=O (stereo unspecified)	-12.1	6.0%

# Remaining list, next part.
canonical_smiles	Mtb RmlCD inh	GlmU inhibition
CCC(C(=O)Nc1ccccc1)c1ccccc1 (stereo unspecified)	-1.7	-0.6%
CC(C)(C)c1cc(-c2n[nH]c(=S)n2-c2ccc(Cl)cc2)n[nH]1	-10.3	2.9%
COC(=O)C1=C(N)n2c(s/c(=C\c3cccnc3)c2=O)=C(C(=O)OC)C1c1cccnc1 (stereo unspecified)	13.2	-4.5%
Clc1ccc(-n2ncc3c(NCc4ccco4)ncnc32)cc1	-4.9	0.1%
C=C(C)CSc1nc(N)c2c3c(sc2n1)CCC3	.	-0.8%
N#Cc1c(NC(=O)CSC2=NCCS2)sc2c1CCCC2	-4.5	1.1%
Cc1cc(NC(=O)CS(=O)(=O)c2cn(Cc3ccc(F)cc3)c3ccccc23)no1	-7.8	1.4%
CCOC(=O)/C=C1\SCC(=O)N1CC(=O)Nc1cccc(F)c1	.	3.0%
COc1ccc(C(=O)N/C(=C\c2cn(C)c3ccccc23)C(=O)OCCN(C)C)cc1	-10.7	0.2%
CCOc1ccc2nc(NC(=S)NCc3ccccc3)sc2c1	-2.9	0.8%
O=C(NC1=NCCS1)c1ccc2c(c1)C(=O)N(Cc1ccco1)C2=O	-1.2	0.6%
COCc1cc(C)nc(SCc2nc3ccccc3c(=O)[nH]2)c1C#N	.	-4.6%

# (continued)
canonical_smiles	Mtb RmlCD inh	GlmU inhibition
Cc1cc(O)c(C(C)C)cc1N=Cc1ccccc1O	3.7	3.8%
COc1cc(/C=N/Nc2nc(Nc3ccc(C)cc3)nc(-n3nc(C)cc3C)n2)cc(OC)c1OC	.	0.9%
CCOC(=O)c1cc(-c2ccccc2)nc2c1c(C)nn2-c1ccccn1	9.3	3.6%
Clc1nc(NCc2cccnc2)nc(N2CCOCC2)n1	.	-5.6%
COc1ccc(OC)c(NC(=O)CC(Cc2ccccc2OC)C(=O)O)c1 (stereo unspecified)	.	-2.5%
Cc1cccc2cc(COC(=O)C(C)C)c(=O)[nH]c12	.	-3.3%
COC(=O)c1c(C)n(-c2ccc(OC)cc2)c2ccc(O)cc12	-3.8	-3.7%
Cc1cc(C)n(/N=C/c2ccccc2O)c(=O)c1	-6.0	4.0%
COc1ccc(-c2nnn(CC(=O)N(Cc3cccs3)C(C)C(=O)NCCC(C)C)n2)cc1OC (stereo unspecified)	-4.0	-1.6%
Cc1ccc(-n2c(C)cc(/C=N/NC(=O)c3ccncc3)c2C)cc1	-10.9	-2.5%
CC(=O)N1N=C(c2ccc(C)cc2)CC1c1ccc2c(c1)OCO2 (stereo unspecified)	-1.7	9.6%
O=C(COC(=O)C1CCCCC1C(=O)N1CCc2ccccc21)NCc1ccco1 (stereo unspecified)	-4.0	7.3%

# Following part
canonical_smiles	Mtb RmlCD inh	GlmU inhibition
C=C(C)c1cccc(C(C)(C)NC(=O)Nn2cnnc2)c1	-6.7	-0.8%
Cc1cc(C)n2c(SCC(=O)NC3CCCC(C)C3C)nnc2n1 (stereo unspecified)	2.7	8.5%
CN1CCN(C(=O)c2ccccc2N(Cc2ccccc2)S(=O)(=O)c2ccccc2)CC1	.	-0.2%
CC(C)OC(=O)c1cccc(C(=O)Oc2ccc(Br)cc2)n1	44.1	-2.2%
C#CCN(C(=O)CC1C(=O)NCCN1C/C=C/c1ccccc1)C1CCCCC1 (stereo unspecified)	.	0.8%
CCOC(=O)C1(Cc2cccc(OC)c2)CCN(Cc2ccccc2OC)CC1	.	0.7%
CCc1ccc(NC(=O)CSc2nnc(Cn3c(=O)sc4ccccc43)n2C)cc1	2.7	-3.1%

# A portion of the library; the hit share may differ from the screen's.
